# Screens from PubChem BioAssay.
# MgcRacGAP inhibition: MgcRacGAP GTPase-activating activity inhibitors, confirmation, biochemical, ADP Hunter fluorescence; MgcRacGAP-stimulated Rac1 GTP hydrolysis, ADP Hunter fluorescence; higher % means a stronger effect; GST-tagged Rac1 F28L mutant substrate; one-dose inhibition, % at 30 µM; IC50 in µM for titrated hits; actives 0.6% (n = 340,000);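 active = first-screen hits whose inhibition reached a set limit at any dose in the follow-up dose series; inconclusive = inhibition above the set first-screen limit but never retested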;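 note: fluorescence reports GDP produced by GAP-driven GTP hydrolysis; strong numbers were not always called active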
# AID2073: inhibitors of Mint1-CaV2.2 protein interaction, biochemical, HTRF (AID 2073) | HTRF protein-protein interaction, Mint1-CaV2.2; higher % means a stronger effect | one-dose inhibition, % at 20 µM; IC50 in µM for titrated hits | actives 0.19% (n = 290,000); in the data active = inhibition mostly above about 51%, no sharp cut-off; inconclusive = no clear call, values can overlap the other calls; inactive = mostly below about 53%; note: some results filed as inactive read as strong as hits
# GPR55 beta-arrestin: GPR55 agonists via beta-arrestin recruitment, primary screen, imaging, U2OS cells, beta-arrestin-GFP redistribution (AID 1961). actives 0.048% (n = 290,000). activation, % at 10 µM; hits with a dose series show EC50 in µM. U2OS GPR55 beta-arrestin-GFP redistribution imaging; higher % means a stronger effect;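 active = activation above 40% with more than 50 cells counted in the well; inconclusive = wells holding fewer than 50 cells, flagged as toxic or sparse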;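 note: U2OS osteosarcoma cells stably expressing GPR55 and beta-arrestin-GFP; plate controls were DMSO negative control for no effect and LPI positive control for full effect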
# Yfh1-depleted yeast: enhancers of respiration in Yfh1-depleted yeast, dose response, Friedreich's ataxia, plus single-dose screen (AID 1465) | S. cerevisiae Yfh1-off respiration, WST-1 reduction, 72 h; higher fold induction means a stronger effect | fold induction at 50 µM; hits with a dose series show EC50 in µM | actives 0.074% (n = 220,000);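 active = fold induction of absorbance versus untreated yeast above a set limit, then at least 30% activation at any dose in follow-up; inconclusive = repeats straddling the limit, or above it without dose testing; inactive = fold induction below the set limit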;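 note: activators that raise dye reduction in frataxin-depleted yeast; strong numbers were not always called active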
# NTR1 agonist: NTR1-driven beta-arrestin-GFP spot formation – imaging, U2OS cells, high content, primary screen (AID 493036); activation, % at 20 µM; agonist mode; P30989; actives 0.17% (n = 330,000);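 active = activation at or above 40% of the spot to cytoplasm intensity ratio, with at least 20 cells analyzed; inconclusive = wells under 20 cells, flagged as cytotoxic or low count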;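 note: 0% = DMSO without peptide and 100% = 100 nM NTR1 peptide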
# Target sequence (P30989 whole entry, looked up): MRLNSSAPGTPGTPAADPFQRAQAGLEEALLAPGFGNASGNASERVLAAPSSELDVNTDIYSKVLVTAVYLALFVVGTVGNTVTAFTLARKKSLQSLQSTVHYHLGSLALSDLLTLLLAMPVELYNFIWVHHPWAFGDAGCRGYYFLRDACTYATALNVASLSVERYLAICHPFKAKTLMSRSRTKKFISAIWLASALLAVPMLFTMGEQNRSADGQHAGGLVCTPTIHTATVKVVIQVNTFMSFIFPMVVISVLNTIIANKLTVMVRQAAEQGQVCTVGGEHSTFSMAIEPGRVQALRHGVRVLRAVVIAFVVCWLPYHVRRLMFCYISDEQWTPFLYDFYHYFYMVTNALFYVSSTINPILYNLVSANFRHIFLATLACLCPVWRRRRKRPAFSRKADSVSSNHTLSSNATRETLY
# GPR55 antagonists: inhibition of LPI-stimulated GPR55 beta-arrestin translocation – imaging, U2OS, beta-arrestin-GFP, LPI agonist, primary screen (AID 2013) | one-dose inhibition, % at 10 µM; IC50 in µM for titrated hits | actives 0.13% (n = 290,000) | U2OS GPR55 beta-arrestin-GFP translocation imaging, LPI antagonism; higher % means a stronger effect;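 active = spots per cell inhibited over 60%, with over 100 cells counted and total cytoplasm intensity under 500,000; inconclusive = wells with under 100 cells, flagged as likely toxic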;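 note: U2OS cells stably carrying GPR55 and arrestin-GFP stimulated by 5 µM LPI near EC80; imaged beta-arrestin-GFP aggregate spots per cell after agonist stimulation; plate controls were LPI-stimulated DMSO wells for no effect and DMSO wells without LPI for full effect; some results filed as inactive read as strong as hits; confirmed hits need IC50 under 10 µM and bright autofluorescent wells are also inconclusive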
# Dengue-2 NS5 capping: flavivirus cap methylation enzyme inhibition – biochemical, confirmation dose response, primary screen (AID 588689) | Dengue-2 NS5 methyltransferase capping enzyme assay, biochemical; higher % means a stronger effect | one-dose inhibition, % at 25 µM; IC50 in µM for titrated hits | actives 0.3% (n = 340,000); in the data active = a potency from the dose series; inconclusive = inhibition above about 29% without an active follow-up result
# GPR35 arrestin U2OS: inhibition of zaprinast-stimulated GPR35 beta-arrestin translocation – imaging, U2OS, beta-arrestin-GFP, zaprinast agonist, primary screen (AID 2058); actives 0.052% (n = 290,000); U2OS GPR35 beta-arrestin-GFP translocation imaging, zaprinast antagonism; higher % means a stronger effect; inhibition, % at 10 µM, or IC50 in µM where a hit was titrated;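 active = inhibition of at least 50% with at least 30 cells and total cytoplasm GFP at most 10,000,000; inconclusive = under 30 cells or total GFP of 10,000,000 plus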
# SV40 large T antigen: TAg ATPase/helicase activity blockers – biochemical (AID 1903); SV40 large T antigen ATPase/helicase inhibition assay; higher % means a stronger effect; inhibition, % at 20 µM, or IC50 in µM where a hit was titrated; actives 0.39% (n = 310,000); in the data active = a potency from the dose series; inconclusive = inhibition mostly from about 32% at the one dose, without a potency; inactive = the rest, 99 in 100 with inhibition below about 32%; note: strong numbers were not always called active
# NTR1 agonist cell count 20 µM: recorded beside NTR1 agonist, whose call it bears; cell count; measured here: cell count, cytotoxicity flag
# An asterisk follows results filed as active; i = inactive; u = inconclusive; x = no result given.
# The first two entries as a preview:
SMILES,MgcRacGAP inhibition,AID2073,GPR55 beta-arrestin,Yfh1-depleted yeast,NTR1 agonist,NTR1 agonist cell count 20 µM,GPR55 antagonists,Dengue-2 NS5 capping,GPR35 arrestin U2OS,SV40 large T antigen
CCN1C(=O)/C(=C/c2nc3ccccc3c(=O)n2-c2ccc(C)cc2)c2ccccc21,3%,17%,0.2%,i,7.6,59,-7%,3%,11%,-1%
CC1=C(C(=O)NC2CCCc3c2cnn3-c2cccc(C)c2C)OCCO1 (stereo unspecified),-1%,15%,-0.1%,x,1.6,52,-16%,-7%,-9%,5%

# Main list, from the start:
SMILES,MgcRacGAP inhibition,AID2073,GPR55 beta-arrestin,Yfh1-depleted yeast,NTR1 agonist,NTR1 agonist cell count 20 µM,GPR55 antagonists,Dengue-2 NS5 capping,GPR35 arrestin U2OS,SV40 large T antigen
CCN1C(=O)/C(=C/c2nc3ccccc3c(=O)n2-c2ccc(C)cc2)c2ccccc21,3%,17%,0.2%,i,7.6,59,-7%,3%,11%,-1%
CC1=C(C(=O)NC2CCCc3c2cnn3-c2cccc(C)c2C)OCCO1 (stereo unspecified),-1%,15%,-0.1%,x,1.6,52,-16%,-7%,-9%,5%
Cc1nc(CN2CCN(Cc3nc(C(c4ccccc4)c4ccccc4)no3)CC2)cs1,x,6%,0.1%,i,-0.2,37,1%,x,-9%,1%
CCn1cnc2scc(-c3ccc(OC)cc3)c2c1=O,10%,10%,0.3%,x,0.1,78,5%,-8%,7%,9%
O=C(Nc1cccc2ccccc12)c1ccc(F)cc1,9%,5%,-0.2%,x,-0.6,41,5%,4%,17%,x
COC(=O)C1=C(C)N(CCCC(=O)O)C(=O)NC1c1ccc2c(c1)OCO2 (stereo unspecified),8%,x,x,i,1.7,79,x,-5%,x,9%
COc1ccc(-c2csc(NC(=O)COC(=O)C3=COCCO3)n2)cc1,10%,7%,-0.6%,i,-0.4,49,8%,-6%,-6%,4%
CC(=O)NC12CC3CC(C1)CC(C(=O)N1CCN(S(=O)(=O)c4cccc(F)c4)CC1)(C3)C2,6%,-3%,0.0%,x,0.8,61,-10%,0%,15%,9%
C[C@H]1CC[C@]2(O[C@H](CCO)C[C@@H](O)[C@@H]2O)O1,0%,5%,-0.1%,i,-3.5,56,-5%,7%,6%,13%
O=C(CN1CCOCCOCCOCCOCC1)Nc1ccccc1,3%,-7%,-0.3%,i,1.0,41,-10%,1%,2%,3%
Nc1c(C(=O)N2CCOCC2)oc2ccccc12,6%,u,-0.2%,x,0.0,47,-3%,-6%,0%,7%
COc1cccc(C2C3=C(CC(C)(C)CC3=O)OC(N)=C2[N+](=O)[O-])c1 (stereo unspecified),-2%,-19%,0.0%,i,-0.7,82,-6%,-2%,0%,9%
COc1ccc(C(=O)N2CCN(C3CCN(Cc4ccccc4)CC3)CC2)cc1OC,93µM*,5%,-0.1%,x,-2.1,37,-4%,-6%,-4%,4%
CCOC(=O)c1ccc(NC(=O)c2ccc(C)c(S(=O)(=O)N3CCOCC3)c2)cc1,1%,6%,0.4%,i,52*,65*,-8%,-1%,1%,7%
O=C(O)c1cccc(NC(=O)c2ccc(S(=O)(=O)c3ccccc3)cc2)c1,7%,12%,-0.1%,i,-1.0,60,5%,-2%,-5%,8%
CCC(C)(NC(=O)CNC(C)=O)C(=O)NC1CCCCC1 (stereo unspecified),3%,3%,-0.1%,i,0.7,56,-14%,1%,-8%,6%
CC(C)(C)C(=O)CSc1nc2ncc(Br)cc2[nH]1,6%,4%,-0.2%,i,1.9,59,7%,x,2%,17%
CSc1nsc(/C=C/Nc2ccc(F)cc2F)c1C#N,-3%,31%,-0.1%,i,-2.3,93,7%,-28%,0%,3%
CN(CCCN1CCCCC1)C(=O)CCc1nnc(C2CCCCC2)o1,-3%,3%,0.3%,i,0.1,86,13%,4%,-1%,-2%
O=C(CN1CCN(S(=O)(=O)c2ccc(Br)cc2)CC1)Nc1ccccc1F,15%,-10%,0.2%,i,6.8,46,2%,-6%,4%,1%
CCCn1c(N)c(C(=O)CSc2nc3ccccc3s2)c(=O)[nH]c1=O,12%,7%,-0.2%,i,5.0,64,7%,-8%,2%,4%
CCN(CC)CCN1C(=O)C2C(C(=O)Nc3cc(C)cc(C)c3)C3C=CC2(O3)C1C(=O)NC1CCCCC1 (stereo unspecified),6%,28%,-0.2%,x,-1.2,33,11%,2%,7%,8%
COCCNC(=S)N(CCc1c(C)[nH]c2ccccc12)Cc1cccnc1,14%,-10%,0.0%,x,0.4,44,8%,1%,3%,21%
CCCCOc1ncnc2c1[nH]c1ccc(F)cc12,5%,7%,-0.1%,i,4.3,50,11%,0%,-2%,9%
COc1ccc(OC)c(NC(=O)CSc2nnnn2C)c1,5%,-1%,-0.3%,i,0.0,36,1%,-9%,11%,4%
CCCC1S/C(=N/N=C/c2ccco2)NC1=O (stereo unspecified),6%,0%,0.0%,i,0.4,43,5%,-4%,4%,9%
CC(=O)Nc1ccc(NC(=O)CSc2nncn2C)cc1,10%,5%,-0.1%,x,-0.8,73,0%,-2%,-6%,9%
COc1ccccc1NC(=O)c1cccs1,1%,-3%,-0.1%,i,-2.2,96,23%,-8%,6%,2%
COc1ccc(Nc2ccccc2NC(=O)c2ccccc2Br)cc1,12%,5%,-0.2%,x,3.1,33,-1%,-6%,2%,18%
COCCN1Cc2cccc(C(=O)NCc3ccccc3OC)c2C1=O,-1%,1%,-0.1%,i,-0.8,62,9%,-12%,2%,4%
O=C(NCc1ccc2c(c1)OCO2)c1cnc2ccccn2c1=O,0%,-10%,0.2%,i,-1.2,49,8%,2%,-1%,-1%
Brc1cc2[nH]cnc2c2ccccc12,8%,44%,0.2%,i,1.8,69,-8%,4%,34%,9%
O=C(c1ccco1)N1CCN(c2ncnc3c2[nH]c2ccccc23)CC1,x,7%,0.0%,x,2.8,84,-15%,x,1%,-6%
O=C(CSc1nc2cc([N+](=O)[O-])ccc2n1-c1ccccc1)NCc1ccc2c(c1)OCO2,10%,15%,-0.1%,i,11,60,1%,-6%,7%,12%
CCc1nnc(NC(=O)c2cc(-c3ccccc3)nn2-c2ccccc2)s1,3%,-7%,-0.1%,i,9.6,50,14%,-1%,3%,6%
Cc1ccc(N2CC(C(=O)Nc3nnc(SCC(=O)NCC4CCCO4)s3)CC2=O)cc1 (stereo unspecified),9%,0%,-0.1%,x,-1.2,48,7%,3%,-5%,-1%
O=C(Nc1nc2c(ccc3ccccc32)s1)c1ccco1,4%,15%,-0.1%,i,4.8,75,14%,-6%,23%,0%
COc1cccc(/C=N/NC(=O)c2cnccn2)c1,9%,-2%,-0.3%,i,-0.4,63,15%,2%,-5%,4%
CSc1cccc(CN2CCCC(C(=O)Nc3cccc(-n4cccn4)c3)C2)c1 (stereo unspecified),6%,5%,0.3%,x,4.0,69,-21%,-9%,0%,-13%
COc1cc(/C=C(\C#N)C(=O)Nc2cc(C(F)(F)F)ccc2Cl)ccc1OCC(=O)Nc1cccc(C(F)(F)F)c1,6%,25%,-0.3%,i,5.5,43,8%,-26%,-15%,4%
Cc1ccc2nc(N3C(=O)C(O)=C(C(=O)c4ccco4)C3c3cccs3)sc2c1 (stereo unspecified),11%,-3%,0.3%,i,0.6,46,9%,11%,-7%,9%
Cc1nnc(SC(C)C(=O)Nc2c(C)n(C)n(-c3ccccc3)c2=O)n1N (stereo unspecified),4%,16%,-0.2%,i,1.4,53,13%,-8%,-7%,7%
CN(CC(=O)O)S(=O)(=O)c1ccc(F)cc1,2%,3%,0.1%,i,1.8,39,-4%,-4%,-13%,18%
O=C(NCc1cccs1)c1nc(-c2cccs2)no1,10%,-2%,-0.8%,i,-0.1,79,6%,-9%,14%,13%
NC(=O)c1sc2cc(C(F)(F)F)cnc2c1-c1cccs1,4%,7%,-0.1%,i,2.2,52,-1%,0%,7%,18%
c1cncc(-c2nc(N3CCCCCC3)c3ccccc3n2)c1,12%,17%,-0.2%,x,5.0,40,4%,-1%,-9%,27%
CN1C(=O)NC(c2ccc([N+](=O)[O-])cc2)C2=C1CC(C)(C)CC2=O (stereo unspecified),9%,4%,-0.1%,x,0.7,81,22%,-9%,-3%,6%
CCOC(=O)Cc1nnc(Nc2cccc(O)c2)c2ccccc12,16%,4%,-0.1%,i,-0.5,48,2%,-1%,4%,13%
COC(=O)c1c(NC(=O)CN2CCC3(O)CCCCC3C2c2cc(OC)ccc2OC)sc(C)c1C (stereo unspecified),10%,17%,0.9%,i,6.5,41,14%,-6%,5%,11%
Cc1cc2c(C)cc(=O)[nH]c2cc1NC(=O)CCl,11%,5%,0.3%,i,-0.6,59,15%,1%,2%,22%
CC(NC(=O)OC1CCCCC1)N1C(=O)C2C3C=CC(C3)C2C1=O (stereo unspecified),7%,-6%,0.3%,i,-0.3,41,15%,0%,0%,6%
COc1cc(N(C(=O)Cc2cccs2)C(C(=O)NC2CCCCC2)c2cccc(OC)c2OC)ccc1-n1cnnn1 (stereo unspecified),6%,4%,-0.2%,i,3.2,45,16%,-6%,3%,10%
CC(C)(C)n1nnnc1C(c1cccc(C#N)c1)N1CCN2CCCC2C1 (stereo unspecified),-2%,19%,0.7%,i,-0.9,44,18%,-1%,0%,-1%
COc1ccc(CN2CCNC(=O)C2CC(=O)NC2CCC2)c(OC)c1 (stereo unspecified),9%,1%,-0.1%,x,-0.2,61,-20%,-6%,-4%,13%
CN(c1ccccc1)S(=O)(=O)c1ccc(NC(=O)COc2ccccc2)cc1,0%,8%,-0.1%,x,3.0,70,4%,12%,7%,6%
O=C1c2cc([N+](=O)[O-])cc3cc([N+](=O)[O-])cc(c23)C(=O)N1c1ccccn1,1%,-20%,0.7%,i,x,x,18%,9%,-4%,10%
Cn1cccc1Cc1nnc(SCC(=O)Nc2nccs2)n1CCc1ccccc1,-7%,u,-0.1%,x,1.5,52,7%,-4%,-9%,6%
O=C(CN(Cc1ccccc1Cl)C(=O)CNS(=O)(=O)c1ccc(F)cc1)NCC1CCCO1 (stereo unspecified),2%,7%,2.0%,x,-0.6,54,9%,6%,-17%,6%
